TNAP activation fold: human TNAP enzyme activators, primary screen, biochemical, luminescent, no phosphate acceptor, uHTS (AID 1001). purified TNAP, luminescent activation assay, no phosphate acceptor; higher activation fold means a stronger effect. activation fold at 20 µM; hits with a dose series show EC50 in µM. 0.03% of 200,000 active; in the data active means activation fold from about 3, or a potency from the dose series; inactive means the rest, 99 in 100 with activation fold below about 1.6; further: many of its hits are not listed in these tables
RSV antiviral HEp-2: inhibition of RSV-induced cytopathic effect – HEp-2 cells, primary 10 µM value included (AID 2391) | 0.13% of 310,000 active | CPE inhibition, % at 10 µM; hits with a dose series show IC50 in µM | HEp-2 cells, RSV-induced CPE inhibition; higher % means a stronger effect; in the data active means a potency from the dose series; further: strong numbers were not always called active
K1F lysis inhibition: inhibition of K1F phage lysis, E. coli UTI89, bacterial capsule biogenesis inhibitors, alamar blue (AID 488966) | inhibition, % at 100 µM, or IC50 in µM where a hit was titrated | E. coli UTI89 K1F phage lysis, alamar blue, 2 h; higher % means a stronger effect | 0.02% of 340,000 active;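 active means phage lysis inhibition, versus mean bacterial control, above a set limit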;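 further: capsule biogenesis inhibitors block K1F phage lysis so surviving cells raise fluorescence; higher fluorescence means more inhibition of phage lysis; actives were called in the ten point dose series up to 300 µM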
PMI inhibitors: inhibitors of human PMI, primary screen, biochemical, fluorescence intensity, coupled assay (AID 1209) | inhibition, % at 20 µM, or IC50 in µM where a hit was titrated | 0.42% of 190,000 active | purified PMI enzyme, coupled fluorescence intensity; higher % means a stronger effect;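 further: plate controls were DMSO vehicle for no effect and wells lacking substrate for full effect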
P. falciparum M1AAP: malaria alanyl aminopeptidase activity blockers – biochemical, fluorogenic H-Leu-NHMec substrate, 1536-well (AID 1445); 0.42% of 220,000 active; inhibition, % at 30 µM; hits with a dose series show IC50 in µM; recombinant M1AAP, H-Leu-NHMec fluorogenic kinetic assay; higher % means a stronger effect;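 active means primary inhibition above the hit cutoff, then over 50% inhibition at one or more dose response concentrations, cut at about 23% in these data, passing the limit was not always enough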;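 further: plate controls were DMSO full reaction for no effect and no enzyme background for full effect; strong numbers were not always called active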
P. falciparum M17LAP: P. falciparum M17LAP inhibitors, primary screen, biochemical, fluorogenic H-Leu-NHMec substrate, 1536-well (AID 1619); 0.38% of 220,000 active; recombinant M17LAP, H-Leu-NHMec fluorogenic kinetic assay; higher % means a stronger effect; inhibition, % at 30 µM, or IC50 in µM where a hit was titrated;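 active means compound inhibiting the enzyme by more than half at any dose during confirmatory dose-response retesting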;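 further: plate controls were full reaction with DMSO carrier for no effect and no enzyme background for full effect; strong numbers were not always called active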
T cell modulator: modulates CD8 T cell binding to vesicles | calls only at 7 µM | 0.068% of 330,000 active | 2C CD8+ T cell-vesicle binding, flow cytometry; stronger effect = lower value;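 active means response, share of CD8 T cells binding vesicles, and their 90th percentile fluorescence all below set limits, cut at about 80% in these data, passing the limit was not always enough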
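incubation = binding step 1.5 h, 37 °C, antibody labelling 20 min, ice | test system = 2C mouse CD8+ T cells | read-out basis = percent CD8+ FL2 mean versus row control | controls = Peptide-free naked vesicles (low) and QL9 vesicles with 0.7% DMSO vehicle (high) | detection = flow cytometry of vesicle-bound cells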
human PMI inhibitors: MPI inhibition at elevated mannose 6-phosphate – biochemical, fluorescence intensity, high mannose 6-phosphate, primary screen (AID 1220); 0.66% of 190,000 active; recombinant PMI enzyme, coupled fluorescence intensity; higher % means a stronger effect; one-dose inhibition, % at 20 µM; IC50 in µM for titrated hits
West Nile virus CPE: West Nile virus antiviral activity, cell-based, CPE readout (AID 1621). West Nile virus-infected cells, CPE inhibition; higher % means a stronger effect. one-dose CPE inhibition, % at 10 µM; IC50 in µM for titrated hits. 0.02% of 290,000 active; in the data active means a potency from the dose series; further: strong numbers were not always called active
T cell modulator vesicle-bound %: further read-out of T cell modulator, marked with its call; double positive events, %; measured here: CD8+ vesicle-bound cell fraction;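 binding gate set so that unloaded-vesicle control wells show 10% double positive cells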
* = called active by the depositor; i = inactive; x = no result given; [ ] = dose if it differs, or a comment. Unless noted, no stated cut-off is given here; in the data, active means inhibition above about 50%; inactive means the rest. Hits appear at their usual frequency. Share with any hit: about 1.5%.

Under each structure: TNAP activation fold | P. falciparum M17LAP | K1F lysis inhibition | RSV antiviral HEp-2 | T cell modulator vesicle-bound % | PMI inhibitors | T cell modulator | P. falciparum M1AAP | human PMI inhibitors | West Nile virus CPE
- CCOC(=O)c1sc(NC(=O)C2CC(=O)N(c3ccc(OCC)cc3)C2)nc1C (stereo not drawn)
  x | x | -0.3% | 5.1% | 41 | x | i | x | x | -0.7%
- CCOc1ccc(N2C(=O)C3C(c4ccccc4F)NN(C(=O)c4ccc(C)cc4)C3C2=O)cc1 (stereo not drawn)
  1 | -2% | 4.4% | 1.4% | 62 | 6% | i | 7% | 6% | x
- COc1ccc(CNC(C)CCc2ccccc2)cc1 (stereo not drawn)
  x | x | -0.1% | -0.8% | 37 | x | i | x | x | -0.1%
- c1ccc(-c2ccccc2-c2nc(-c3ccncc3)no2)cc1
  1.1 | -17% | 2.5% | 0.7% | 30 | 4% | i | -3% | 1% | 0.6%
- CCN1C(=O)[C@H]2[C@H]3[C@H](O)[C@H](O)C/C(=N\O[C@H](C)c4cn([C@H](CO)Cc5ccccc5)nn4)[C@@H]3CC[C@H]2C1=O
  1 | 0% | x | 2.5% | 44 | -11% | i | -7% | -3% | x
- Cc1cc(C(=O)NCCCC(=O)O)c(C)o1
  1.1 | 7% | -0.1% | 0.2% | 54 | -36% | i | 1% | -69% | -0.3%
- CC1CCN(S(=O)(=O)c2ccc3[nH]c(=O)ccc3c2)CC1
  x | x | 6.3% | -0.4% | 42 | x | i | x | x | -0.6%
- CC1(c2ccc(OC(F)F)cc2)NC(=O)N(CC(=O)Nc2ccc(S(N)(=O)=O)cc2)C1=O (stereo not drawn)
  0.8 | 13% | -1.5% | 2.1% | 36 | 5% | i | 28µM* | 7% | -0.3%
- Cc1ccc(C)c(C(=O)NCCN(C)C)c1
  1.1 | -5% | 0.4% | 1.1% | 4 | 12% | i | -1% | 10% | -0.1%
- Cc1ccc(Cn2c(=N)c(C(=O)NC3CCCCC3)cc3c(=O)n4ccccc4nc32)cc1
  x | x | 3.9% | 15% | 10 | x | i | x | x | -0.4%
- Nc1ccc(Cl)c(NC(=O)c2cccs2)c1
  1.1 | 2% | 1.5% | 2.0% | 13 | 13% | i | 8% | 8% | 0.4%
- COc1ccc(N2CC(NC(=O)N3CCN(c4ccccc4)CC3)CC2=O)cc1 (stereo not drawn)
  1 | 0% | -0.1% | 1.2% | 41 | -8% | i | 3% | -13% | 0.0%
- Cc1cc(O)ccc1N/C=C(\C#N)c1nc2ccccc2o1
  1.1 | 1% | 0.4% | 2.2% | 51 | -5% | i | 6% | -8% | -0.2%
- Cc1cc(=O)n2[nH]c(-c3ccccc3Cl)cc2n1
  1 | -3% | 0.3% | -0.2% | 41 | -4% | i | 5% | -2% | 0.3%
- CC(C)c1nc2sc3c(=O)[nH]cnc3c2c2c1CCC2
  1.2 | -3% | 0.7%[50 µM] | 14% | 56 | 8% | i | 10% | -5% | 0.2%
- Nn1c(SCc2cccc(Br)c2)nnc1-c1cccnc1
  x | 1% | -0.8% | x | 41 | x | i | 3% | x | -0.3%
- O=C(CSCc1ccc([N+](=O)[O-])cc1)NC1CC1
  1 | -6% | -6.1% | 4.8% | 37 | 3% | i | 1% | 4% | 0.2%
- CCCOc1ncnc2c1[nH]c1ccc(C)cc12
  x | -9% | x | x | 59 | x | i | 11% | x | -1.3%
- CCOC1=NN(c2ncc(C(F)(F)F)cc2Cl)C(=O)/C1=C/N(C)C
  0.9 | -2% | 0.5% | -1.5% | 62 | 6% | i | -3% | 2% | 0.0%
- CCOc1ccc(-c2nnc(N)s2)cc1
  1.1 | -3% | 0.1% | 2.0% | 16 | 12% | i | 12% | 10% | 0.0%
- CCCCN(CC)CCCNC(=O)c1cn(CC)c2ccc(S(=O)(=O)N3CCc4ccccc4C3)cc2c1=O
  1.1 | -6% | -0.1% | -2.9% | 7 | -8% | i | 2% | -2% | -0.4%
- Cc1ccc(C)c(OCC(=O)Nc2ccc(N3CCOCC3)cc2)c1
  1.1 | 27% | 0.3% | 19% | 43 | -3% | i | 6% | 0% | -2.0%
- O=C(c1cccs1)N1CCN(C(=O)N2CCOCC2)CC1
  1.1 | 0% | -0.1% | 1.6% | 39 | 5% | i | 3% | 3% | -0.3%
- CC(NC(=O)Nc1ccc(F)cc1)C(c1cccs1)N1CCCC1 (stereo not drawn)
  1.1 | -2% | 0.3% | -0.1% | 50 | 5% | i | 6% | -6% | -0.3%
- O=C(CSc1nc(-c2ccco2)cc(C(F)(F)F)n1)NCCc1ccccc1
  1 | 11% | 0.3% | 5.3% | 36 | -12% | i | 9% | -21% | -0.1%
- O=C(NNc1c2ccccc2nc2ccccc12)c1ccc(O)cc1O
  1 | -6% | -0.8% | 14% | 13 | -4% | i | 14% | -13% | x
- COC(=O)[C@H](Cc1c[nH]c2ccccc12)NC(=O)NCc1ccc(OC)cc1
  x | x | 0.0% | -0.1% | 60 | x | i | x | x | -1.0%
- Cc1cc(C)c2oc(-c3ccc(Cl)c(NC(=O)c4ccc(C#N)cc4F)c3)nc2c1
  1 | 10% | -0.1% | 1.4% | 36 | 8% | i | 0% | 3% | x
- CN(C)c1ccnc(C(=O)O)c1
  0.9 | 0% | 3.0% | 1.1% | 45 | 12% | i | 5% | 22% | 1.7%
- O=C(NC(=S)Nc1ccc(N2CCOCC2)cc1)c1cncc(Br)c1
  0.9 | -26% | 3.5% | 2.1% | 40 | 11% | i | 4% | 11% | -0.5%
- Cc1cc(C)c(S(=O)(=O)Nc2ncn[nH]2)c(C)c1
  x | x | 0.0% | 1.2% | 65 | x | i | x | x | 0.4%
- COC(=O)c1cc(C(=O)N2CCN(c3ncccn3)CC2)cc([N+](=O)[O-])c1
  x | x | 0.9% | 1.6% | 19 | x | i | x | x | -0.2%
- O=C(COC(=O)CNC(=O)c1ccccc1)Nc1ccc(S(=O)(=O)N2CCOCC2)cc1
  1 | 8% | 2.6% | -0.8% | 22 | 4% | i | 5% | 8% | -0.4%
- CCOc1ccccc1NC(=O)N1CCC(NC(=O)c2ccccc2C)CC1
  1.1 | -8% | 0.2% | 1.1% | 12 | 7% | i | 3% | 4% | 0.4%
- CS(=O)(=O)Nc1ccc(C(=O)N2CCN(c3ccccc3)CC2)cc1
  1.1 | -9% | 7.5% | 0.3% | 45 | -2% | i | 4% | -2% | 0.0%
- COCC(C)NS(=O)(=O)c1ccc(C(=O)NCCCn2ccc3ccccc32)cc1 (stereo not drawn)
  x | x | 0.1% | 3.4% | 33 | x | i | x | x | 0.1%
- Cn1c(=O)c2c(nc(SCC(=O)c3ccc(F)cc3)n2C)n(C)c1=O
  1 | 0% | 0.0% | -0.9% | 62 | x | i | 12% | x | -0.4%
- COc1ccc(CNC2CC(C)N(C)CC2C)cc1OC (stereo not drawn)
  x | x | 0.4% | -0.8% | 64 | x | i | x | x | 0.0%
- N=c1sccn1CC(=O)Nc1ccc([N+](=O)[O-])cc1Cl
  x | 4% | 0.1% | 1.0% | 35 | x | i | 7% | x | -0.3%
- O=C(CCCCCN1C(=O)c2cccc3cccc(c23)C1=O)NCc1ccco1
  x | 1% | x | -0.2% | 22 | x | i | -8% | x | 0.1%
- COc1ccc(NC(=O)c2cccc3cccnc23)cc1S(N)(=O)=O
  x | x | 0.3% | 1.4% | 22 | x | i | x | x | -0.1%
- O=C(Nc1nccs1)C1CCCCN1S(=O)(=O)c1ccccc1 (stereo not drawn)
  x | x | 0.4% | -2.0% | 19 | x | i | x | x | -0.3%
- NCC12CC3CC(C1)CC(CN)(C3)C2
  1 | -2% | 0.4% | 0.6% | 50 | 3% | i | 5% | 0% | -1.0%
- NS(=O)(=O)c1ccc(NC(=O)COC(=O)COc2ccc(Cl)cc2)cc1
  1 | -2% | 0.6% | 1.2% | 62 | 12% | i | 2% | 16% | 0.2%
- CCCOc1ccc(C(=O)N2CCCC2C(=O)O)cc1 (stereo not drawn)
  1.1 | 7% | 1.0% | 0.4% | 23 | 5% | i | -15% | 5% | -0.5%
- COc1cc(C)ccc1OCCOCCOc1ccccc1Br
  1.1 | -9% | -0.4% | 0.7% | 43 | 2% | i | 5% | -1% | x
- Cc1cc(OCC(=O)NC(C)C)ccc1Cl
  1.1 | 7% | 0.3% | 3.8% | 22 | 2% | i | 9% | -1% | -0.6%
- Cc1ccc(S(=O)(=O)NC2c3cccc4cccc(c34)C2Sc2nc(C)cc(C)n2)cc1 (stereo not drawn)
  1.2 | 6% | 0.7% | 18% | 39 | 15% | i | 3% | 8% | -1.0%
- Cc1cc(C)cc(NC(=O)/C=C/c2ccc([N+](=O)[O-])s2)c1
  1 | -7% | -2.0% | 5.2% | 52 | -3% | i | 1% | -10% | 0.4%
- CCCCOc1cc(CC2CNC(=O)N2)ccc1OC (stereo not drawn)
  x | x | 3.2% | 48% | 26 | x | i | x | x | 0.3%
- OCCC1CN(CCCn2cccn2)CCN1Cc1ccccc1 (stereo not drawn)
  1.1 | x | -2.5% | -1.6% | 38 | -2% | i | x | -2% | -0.8%
- Cn1cccc1-c1cc(C(=O)N/N=C/c2ccccc2Cl)[nH]n1
  x | x | 0.1% | 6.4% | 12 | x | i | x | x | -0.1%
- CCCn1c(SCC(=O)N2CCOCC2)nnc1-c1ccncc1
  x | x | 0.3% | 1.3% | 40 | x | i | x | x | 0.0%
- O=C(c1ccco1)N1CCN(S(=O)(=O)c2cccc([N+](=O)[O-])c2)CC1
  1.1 | 4% | -0.8% | 0.4% | 42 | -6% | i | 8% | 6% | -0.1%
- Cc1cc(C(=O)CSc2nnc(Cc3ccccc3)o2)c(C)n1Cc1ccc2c(c1)OCO2
  1 | 3% | 0.2% | 7.7% | 31 | 6% | i | 8% | -3% | 0.7%
